Screening data deposited in PubChem by several laboratories.
GRK2 inh: inhibitors of human GRK2 displacing RNA aptamer. bead flow cytometry, FAM-aptamer displacement from GRK2. 330,000 compounds, 0.59% hits. inhibition of aptamer binding, % at 10 µM;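 active = inhibition of aptamer binding above 40%, roughly 3 SD of noise, on plates passing a quality check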;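 note: median bead fluorescence of bound FAM aptamer so fluorescent compounds give negative values; no value below 0 was filed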
Target sequence (P25098 whole entry, looked up): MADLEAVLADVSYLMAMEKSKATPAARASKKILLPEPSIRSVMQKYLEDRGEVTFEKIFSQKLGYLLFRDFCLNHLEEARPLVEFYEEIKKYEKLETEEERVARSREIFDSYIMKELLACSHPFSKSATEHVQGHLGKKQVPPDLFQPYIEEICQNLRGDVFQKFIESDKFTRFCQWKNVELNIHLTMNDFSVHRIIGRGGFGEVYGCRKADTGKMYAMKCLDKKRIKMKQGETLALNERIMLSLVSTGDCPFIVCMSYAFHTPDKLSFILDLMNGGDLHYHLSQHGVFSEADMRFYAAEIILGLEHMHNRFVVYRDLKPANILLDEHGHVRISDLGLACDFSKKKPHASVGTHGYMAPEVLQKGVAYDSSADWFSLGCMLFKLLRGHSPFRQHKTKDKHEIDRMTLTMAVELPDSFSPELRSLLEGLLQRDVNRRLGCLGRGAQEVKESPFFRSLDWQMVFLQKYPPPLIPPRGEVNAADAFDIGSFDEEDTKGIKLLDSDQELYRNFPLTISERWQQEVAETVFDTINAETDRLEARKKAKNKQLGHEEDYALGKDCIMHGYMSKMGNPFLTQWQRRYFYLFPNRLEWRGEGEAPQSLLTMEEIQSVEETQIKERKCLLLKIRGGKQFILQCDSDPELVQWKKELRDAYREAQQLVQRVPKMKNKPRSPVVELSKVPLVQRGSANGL
PP5 primary: inhibitors of human protein phosphatase 5 (PP5); inhibition, % at 6.7 µM; 320,000 compounds, 0.18% hits; purified PP5c, OMFP substrate fluorescence; P53041;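 active = inhibition above the campaign's mean inhibition across all tested compounds plus 3 SD, cut at about 9.5% in these data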;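 note: 0% = DMSO only and 100% = 100 µM cantharidin control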
JMJD2C inh: inhibitors of human GASC-1 (JMJD2C) demethylase; GST-JMJD2C(1-420) H3K9me3 demethylation, DELFIA europium; inhibition, % at 2.35 µM; 330,000 compounds, 0.069% hits;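 active = more than half of a compound's replicate wells show inhibition beyond 50%, single wells judged on their own value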;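 note: signal counts dimethyl H3K9 product captured on neutravidin plate; 0% = median of DMSO wells and 100% = 0.3 times that DMSO median; strong numbers were not always called active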
HCV core dimer: HCV core protein dimerization inhibition | TR-FRET GST/Flag-core106 dimerization, 1536-well | inhibition, % at 5 µM | 300,000 compounds, 0.33% hits | AID 1899;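 active = inhibition above the mean of all tested compounds plus 3 SD, set per screening campaign, cut at about 45% in these data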
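System: GST/Flag-tagged HCV core106 proteins. Incubation: compound-protein-antibody incubation 4 h at 22.5 °C. Technique: HTRF with 340 nm excitation, 617/671 nm emission. Medium: KF-containing HEPES buffer, pH 7.45, DTT, CHAPS, BSA. Read-out: inhibition (%) from 671 over 617 nm ratio. Also added: Eu(K)-anti-GST 90 ng/mL plus XL665-anti-Flag 1 µg/mL.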
VLA-4 inh: inhibition in a human VLA-4 binding assay. P13612. VLA-4 expressing cells, ligand binding flow cytometry. inhibition, % (about 7 µM as worked out from the volumes in the protocol). 330,000 compounds, 0.2% hits; in the data active = inhibition above about 50%
procasp3 activ: activates human procaspase-3. recombinant procaspase-3 D3A, Ac-DEVD-pNA absorbance 405 nm. AID 463141. activation, % at 8.5 µM. P42574. 330,000 compounds, 0.11% hits;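 active = activation above the mean of all tested compounds plus 3 SD, cut at about 21% in these data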;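 note: 0% = DMSO alone and 100% = DMSO wells spiked with extra 5 µM PC-3 D3A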
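assay system = Procaspase-3 D3A mutant | signal = absorbance at 405 nm, 0 and 120 min | times = 1 h preincubation plus 2 h reaction at 25 °C | repeats = single replicate | read-out = % activation between DMSO and enzyme-spiked controls | medium = Zinc-free HEPES saline buffer with Triton X-100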
CTSL1 counter: cathepsin L1 inhibition, PFM18AAP counter-screen; recombinant F. hepatica cathepsin L1, Z-Leu-Arg-MCA fluorescence; inhibition, % at 5.96 µM; 300,000 compounds, 0.49% hits;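 active = inhibition above the mean of all tested compounds plus 3 SD, set per screening campaign, cut at about 17% in these data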;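 note: 0% = plate median of test compound wells and 100% = 1 µM Z-Phe-Ala-diazomethylketone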
proCasp7 act: counter-screen for procaspase-3 activators: activators of human procaspase-7; P55210; recombinant procaspase-7, Ac-DEVD-pNA absorbance 405 nm; D23A/D198A/D206A triple mutant, cannot self-cleave; scale: DMSO 0, 5 µM enzyme 100; activation, % at 8.5 µM; 330,000 compounds, 0.093% hits; AID 463210;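 active = percent activation above the screen-wide mean plus 3 SD, cut at about 25% in these data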
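Material: Procaspase-7 triple mutant (PC-7 D3A) | Quantity: 2 µM procaspase-7 mutant as dispensed | Reagent: DEVD-pNA substrate | Times: 1 h preincubation, 2 h reaction | Technique: 405 nm absorbance of p-nitroaniline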
PP1 inh: counter-screen for PP5 inhibitors: inhibitors of human PP1-alpha | inhibition, % at 6.7 µM | 320,000 compounds, 0.9% hits | P62136 | purified PP1alpha, OMFP fluorescence;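 active = inhibition above the mean inhibition of all tested compounds plus 3 SD, computed separately for each screening campaign, cut at about 15% in these data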
An asterisk follows results filed as active; i = inactive; . = not tested or not shown.

mol	GRK2 inh	PP5 primary	JMJD2C inh	HCV core dimer	VLA-4 inh	procasp3 activ	CTSL1 counter	proCasp7 act	PP1 inh
CCN(CC)C(=O)c1c(NC(=O)c2ccccc2)sc(C)c1C	3	-2.0	10	6	6	2	4	8	3
O=C(O)COc1ccccc1/C=C1\SC(=O)N(Cc2ccc(F)cc2)C1=O	4	-5.4	-16	11	1	-32	1	-5	-12
CC(C)=CCN1CCN(Cc2ccoc2)CC1CCO (stereo not given)	6	1.3	-1	-5	13	-1	-4	-8	0
COC(=O)C1=C(CS(=O)(=O)c2cc(Cl)ccc2OC)NC(=O)NC1c1ccc(O)c(OC)c1 (stereo not given)	0	-1.0	9	3	4	-5	-1	-1	-3
O=C(CSc1ccsc1[N+](=O)[O-])NCCc1ccccc1	6	-4.2	13	8	-9	5	6	-7	9
COc1ccc(C(=O)N/C(=C\c2cn(S(=O)(=O)N(C)C)c3ccccc23)C(=O)NC(C)C)cc1	1	1.1	-1	9	7	2	5	4	-4
N#Cc1cnc(NOCc2ccc(Cl)cc2)nc1	0	-1.6	32	-2	2	2	3	0	1
C#CCOCCOCCOCCNc1nc(N2CCOCC2)nc(N2CCN(C(=O)[C@H](CCCN=C(N)N)n3cc(C(N)[C@@H](C)CC)nn3)CC2)n1 (stereo not given in full)	0	.	41	.	7	-1	.	-8	.
O=C(NNc1nc2ccccc2o1)c1ccccc1	2	-1.9	-3	-4	1	3	-6	1	-2
Cn1c(CN2CCN(C(=O)c3ccc(F)cc3)CC2)nc2cc([N+](=O)[O-])ccc21	2	2.3	-2	-5	6	1	3	0	-2
COc1ccc(NC(=O)CSc2nnc(C)n2N)cc1S(=O)(=O)N1CCCCC1	1	-0.1	2	.	0	6	.	1	-2
CC1CCCN(S(=O)(=O)c2ccc(NC(=O)C3CC(=O)N(C(C)(C)C)C3)cc2)C1 (stereo not given)	3	1.4	-9	1	0	-6	-3	9	-5
COc1ccc(NC(=O)C2C3CC/C=C\CCC32)cc1 (stereo not given)	1	2.0	-3	2	-2	-11	-2	1	-2
Cc1nnc(NC(=O)Cn2c(=O)sc3ccccc32)s1	5	2.1	14	4	0	-1	-1	10	1
CCOC(=O)C(C(=O)Nc1cccc(C)n1)C1CCCCC1 (stereo not given)	0	3.1	-7	0	13	7	-8	13	-1
CCOC(=O)C1=C(C)N(CCCC(=O)O)C(=O)NC1c1ccc2ccccc2c1 (stereo not given)	1	-0.3	4	4	1	12	-4	1	-4
CCCCOc1ccc(N(CC(=O)NC(C)(C)C)C(=O)CCC(=O)Nc2nccs2)cc1	0	0.6	21	15	2	1	2	-7	2
Cc1ccc(CS(=O)(=O)Cc2ccc(C(=O)NCC3CCCO3)o2)cc1 (stereo not given)	2	0.1	-2	-1	13	3	2	-8	-3
Cc1sc2nc(-c3cccnc3)nc(Cl)c2c1-c1ccccc1	0	-0.9	-10	12	0	1	2	-8	7
CC1CCN(C(=O)COC(=O)Cn2cnc3ccccc32)CC1	2	.	7	.	16	6	.	-10	.
CC1=CN2C(=N)/C(=C/c3ccc([N+](=O)[O-])o3)C(=O)N=C2S1	5	-0.7	13	-2	i	-4	0	-4	7
Cn1c(=O)[nH]c(=O)c2c1nc(Br)n2C/C=N/NC(N)=S	0	0.4	-36	2	8	4	1	-2	-6
CC1(C)CC(=O)c2cc(OCC(=O)NCCN3CCOCC3)ccc2O1	1	2.2	78	-2	-2	4	1	7	2
O=C(CCN1C(=O)/C(=C/c2ccccc2Cl)SC1=S)N1CCOCC1	1	0.2	17	4	-6	-3	0	-8	2
Cn1c(SCC(=O)NC2CCCC2)nnc1-c1cccs1	0	-0.6	-27	4	16	6	-3	5	4
CN(Cc1nc(-c2cccnc2)no1)S(=O)(=O)c1ccc(Br)cc1	0	0.6	13	0	15	-5	4	5	1
Cc1cccc(N2CCN(S(=O)(=O)c3c(C)nc4scc(C)n4c3=O)CC2)c1C	1	2.7	4	8	12	-2	-1	3	-1
COc1ccc(NC(=O)CC2C(=O)N(c3ccc(F)cc3)C(=S)N2NC(=O)c2ccc(Cl)cc2)cc1 (stereo not given)	0	4.6	-5	-6	15	-7	-3	-5	13
COC(=O)c1cnc2ccccc2n1	1	0.7	-2	-2	6	5	-2	12	-2
CCn1cc(C(=O)Nc2ccc(OC)c(OC)c2)c2cc(OC)c(OC)cc2c1=O	3	0.8	4	3	7	7	6	-1	-2
CC(=O)N1c2ccc(S(=O)(=O)N3CCC(C(=O)N4CC(C)CC(C)C4)CC3)cc2CC1C (stereo not given)	3	2.3	-4	8	7	1	-5	0	-2
COc1ccc(C(=O)OCCc2sc[n+](CC(=O)c3ccccc3)c2C)cc1	0	1.0	44	10	1	-2	2	0	6
CCC(C(=O)NC1CCN(C)CC1)c1ccccc1 (stereo not given)	0	1.1	-21	2	-1	12	-1	-4	3
Cc1[nH]nc2nc(SCC(=O)NC3CCCCC3)n(-c3ccc(Br)cc3)c(=N)c12	0	1.7	26	12	5	3	-3	-3	-4
COc1ccc(Nc2nc3c(c(=O)n(C)c(=O)n3C)n2CCO)cc1	2	0.6	42	-8	-7	6	1	-3	0
C/C(=N\NC(=O)C(=O)Nc1cccc(Cl)c1C)c1ccncc1	0	0.3	-7	-3	-6	-1	2	-1	0
Cc1cccc(C(=O)Nc2ccccc2-c2nnn(CC(=O)Nc3ccc4c(c3)OCCO4)n2)c1	0	1.5	0	5	0	-3	1	-2	0
O=C(O)COc1ccccc1O	1	3.4	6	-6	25	7	0	0	-1
CSc1ccc(/C=N/NC(=O)COc2ccc(Br)cc2Cl)cc1	0	2.7	-3	2	5	1	6	7	3
CCCOC(=O)c1ccc(-n2nnnc2SCC(=O)N2CCCCC2)cc1	1	-0.3	-8	-1	8	0	-1	4	3
N=C(N)N1CCN(Cc2ccccc2)CC1	0	1.7	-1	-3	0	7	-3	9	-4
O=C(CSc1nnc(C2CCCCC2)n1-c1ccccc1)NCc1ccco1	5	4.5	-10	-11	8	-7	-10	1	-4
COc1ccc(S(=O)(=O)Nc2ccc3c(c2)OCO3)cc1OC	0	2.2	-22	4	-23	-1	-2	6	6
Cc1cc(C)c(NC(=O)CCCn2c(=O)oc3ccccc32)c(C)c1	2	2.1	2	.	26	0	.	0	4
COC(=O)c1ccc(CN(c2ccc(C)cc2)S(=O)(=O)c2ccc3c(c2)OCCO3)o1	3	4.0	5	7	9	4	4	-1	2
Fc1cc(F)cc(Nc2nc(Cl)nc(NC3CCCC3)n2)c1	6	4.9	6	.	-2	10	.	0	7
Cc1ccc(S(=O)(=O)Oc2ccc(/C=N/NC(=O)c3nn(C)cc3Cl)cc2)cc1	0	2.9	-8	9	2	-1	2	-1	3
CCS(=O)(=O)Nc1ccc(NC(C)=O)cc1	0	-0.5	-1	-8	3	11	-1	11	-4
O=C(NC(Cc1ccccc1)C(=O)O)/C(=C/c1cccc([N+](=O)[O-])c1)NC(=O)c1cccc(Br)c1 (stereo not given)	1	0.3	-13	-5	13	-2	0	2	0
CCOC(=O)c1cc(-c2ccc(Cl)cc2)nc2c1c(C)nn2CCC#N	0	1.5	4	2	-5	7	2	3	-4
CC(=O)c1sc(NC(=O)COc2ccc(Cl)cc2Cl)nc1C	19	-0.1	-1	1	24	-3	-6	-7	8
COc1ccc(S(=O)(=O)N(CC(=O)N/N=C/c2cccs2)c2ccc(C)cc2)cc1OC	5	2.3	3	23	15	2	3	5	7
Cc1ccc(S(=O)(=O)N2CCCCC2)cc1NC(=O)CCN1C(=O)C2CC=CCC2C1=O (stereo not given)	0	-1.0	-2	.	6	7	.	-2	3
COc1ccc(C(=O)NC2CCN(CC(=O)NCc3cccc(OC)c3)CC2)cc1	0	12*	29	9	-166	-4	-3	2	-1
O=C(O)C1=CCNCC1	4	1.8	-3	1	0	4	2	-2	-1
Cc1oc2ccc(OC(=O)N3CCOCC3)cc2c1C(=O)OC(C)C	2	1.8	5	3	7	2	-1	-10	3
COC(Cn1cc(C)c(=O)[nH]c1=O)OC	3	0.9	-19	0	-2	3	-3	-2	0
O=c1cc[nH]c2c1ccc1c(=O)cc[nH]c12	0	-1.4	-2	5	1	12	3	0	2

Shown as a hit in PP5 primary (from the list above):
| molecule | GRK2 inh | PP5 primary | JMJD2C inh | HCV core dimer | VLA-4 inh | procasp3 activ |
| --- | --- | --- | --- | --- | --- | --- |
| COc1ccc(C(=O)NC2CCN(CC(=O)NCc3cccc(OC)c3)CC2)cc1 | 0 | 12* | 29 | 9 | -166 | -4 |

Pulled by compound from the entries so far:
mol	GRK2 inh	PP5 primary	JMJD2C inh	HCV core dimer	VLA-4 inh	procasp3 activ	CTSL1 counter	proCasp7 act	PP1 inh
COc1ccc(C(=O)NC2CCN(CC(=O)NCc3cccc(OC)c3)CC2)cc1	0	12*	29	9	-166	-4	-3	2	-1
C/C(=N\NC(=O)C(=O)Nc1cccc(Cl)c1C)c1ccncc1	0	0.3	-7	-3	-6	-1	2	-1	0
